PME-1 inh: blocks human protein phosphatase methylesterase 1 | Q9Y570 | recombinant PME-1, FP-Rh probe fluorescence polarization | inhibition, % at 5.9 µM | 320,000 compounds, 0.53% hits;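 active = inhibition above the campaign mean of all compounds plus 3 SD, cut at about 26% in these data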;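 also: competitive labeling of PME-1 active site by serine hydrolase directed probe; 0% = PME-1 with DMSO and 100% = wells lacking PME-1 enzyme; inhibitors block probe labeling so polarization falls and inhibition rises; many of its hits are not listed in these tables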
Target sequence (Q9Y570 whole entry, looked up): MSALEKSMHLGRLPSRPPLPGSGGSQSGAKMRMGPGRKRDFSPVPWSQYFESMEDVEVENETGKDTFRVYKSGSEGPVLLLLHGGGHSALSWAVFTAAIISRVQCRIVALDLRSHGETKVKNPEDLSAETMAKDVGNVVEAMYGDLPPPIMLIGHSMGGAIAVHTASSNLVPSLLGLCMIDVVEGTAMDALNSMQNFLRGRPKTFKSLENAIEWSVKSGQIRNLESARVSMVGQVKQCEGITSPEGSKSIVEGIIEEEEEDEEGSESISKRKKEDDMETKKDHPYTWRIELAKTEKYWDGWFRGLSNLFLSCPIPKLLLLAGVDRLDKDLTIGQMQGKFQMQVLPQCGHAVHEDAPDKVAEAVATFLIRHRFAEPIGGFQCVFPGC
PAFAH1B3 FP inh: PAFAH1B3 (human) inhibition | inhibition, % at 3.39 µM | recombinant PAFAH1B3, FP-rhodamine probe, fluorescence polarization | 340,000 compounds, 0.28% hits;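 active = inhibition above the screen-wide average of all tested compounds plus 3 SD, cut at about 25% in these data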;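 also: 0% = enzyme with DMSO only and 100% = wells lacking PAFAH1B3 protein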
PAFAH1B2 FP inh: PAFAH1B2 (human) inhibition. 340,000 compounds, 1.2% hits. AID 492953. inhibition, % at 3.39 µM. recombinant PAFAH1B2, FP-rhodamine activity probe, fluorescence polarization;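 active = inhibition above the mean of all tested compounds plus 3 SD, cut at about 24% in these data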;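 also: 0% = enzyme with DMSO and 100% = wells lacking PAFAH1B2; many of its hits are not listed in these tables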
LYPLA2 inh: counter-screen for PME1 inhibitors: inhibitors of human LYPLA2. O95372. recombinant LYPLA2, FP-Rh probe fluorescence polarization. 320,000 compounds, 0.38% hits. AID 2177. inhibition, % at 5.9 µM;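 active = inhibition above the screen-wide mean plus 3 SD, limit set per campaign, cut at about 26% in these data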;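 also: 0% = LYPLA2 with DMSO and 100% = wells lacking LYPLA2 enzyme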
GSTO1 counter: blocks human GSTO1 in RBBP9 counter-screen. inhibition, % at 5.96 µM. P78417. recombinant GSTO1, activity-based probe fluorescence polarization. 300,000 compounds, 1.1% hits;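 active = inhibition above the campaign mean inhibition plus 3 SD, cut at about 35% in these data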;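 also: 0% = GSTO1-1 with DMSO and 100% = wells lacking GSTO1-1 enzyme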
PREPL inhibitor: human PREPL enzyme inhibition; Q4J6C6; recombinant PREPL, fluorescence polarization activity-based probe; inhibition, % at 5.96 µM; 320,000 compounds, 0.68% hits; AID 2751; in the data active = inhibition above about 43%;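 also: 0% = enzyme with DMSO and 100% = wells lacking enzyme; many of its hits are not listed in these tables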
LYPLA1 inh: counter-screen for PME1 inhibitors: inhibitors of human LYPLA1 | O75608 | recombinant LYPLA1, FP-Rh probe fluorescence polarization | inhibition, % at 5.9 µM | 320,000 compounds, 0.16% hits | AID 2174;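 active = inhibition above the mean of all tested compounds plus 3 SD, set per campaign, cut at about 14% in these data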;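 also: inhibitors block serine hydrolase probe labeling of LYPLA1 so polarization falls; 0% = enzyme with DMSO and 100% = wells lacking LYPLA1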
PAD4 inh: PAD4 (human) enzyme inhibition; Q9UM07; inhibition, % at 6.36 µM; AID 485272; recombinant PAD4, RCA probe fluorescence polarization; 330,000 compounds, 0.41% hits;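 active = percent inhibition above a cutoff equal to the mean of all tested compounds plus 3 SD, cut at about 15% in these data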;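 also: 0% = PAD4 with RCA probe and DMSO and 100% = probe without PAD4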
pPAFAH inh: inhibitors of human plasma PAF acetylhydrolase (pPAFAH). AID 463082. recombinant pPAFAH, FP-rhodamine probe fluorescence polarization. 330,000 compounds, 1.5% hits. inhibition, % at 3.39 µM;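 active = inhibition above the mean inhibition across the screen plus 3 SD, cut at about 25% in these data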;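 also: inhibitors block binding of the rhodamine activity-based probe so polarization drops; 0% = enzyme with DMSO and 100% = wells lacking pPAFAH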
Target sequence (Q13093 whole entry, looked up): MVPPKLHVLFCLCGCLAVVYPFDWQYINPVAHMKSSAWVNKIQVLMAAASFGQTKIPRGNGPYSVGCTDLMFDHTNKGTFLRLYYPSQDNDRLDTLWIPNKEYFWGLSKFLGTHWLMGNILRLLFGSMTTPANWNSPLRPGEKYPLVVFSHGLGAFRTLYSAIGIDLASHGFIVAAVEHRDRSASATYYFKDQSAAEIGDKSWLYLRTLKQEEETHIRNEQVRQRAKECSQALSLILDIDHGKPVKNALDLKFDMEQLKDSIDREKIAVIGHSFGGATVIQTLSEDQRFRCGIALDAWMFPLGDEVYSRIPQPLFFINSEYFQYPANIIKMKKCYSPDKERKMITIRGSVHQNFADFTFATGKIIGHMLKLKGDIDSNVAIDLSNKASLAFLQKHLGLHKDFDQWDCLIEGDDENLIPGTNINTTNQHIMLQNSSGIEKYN
* = called active by the depositor; . = not tested or not shown; & = joins results of further samples.

Compound	PME-1 inh	PAFAH1B3 FP inh	PAFAH1B2 FP inh	LYPLA2 inh	GSTO1 counter	PREPL inhibitor	LYPLA1 inh	PAD4 inh	pPAFAH inh
CCCc1cc(=O)[nH]c(SCC(=O)Nc2ccc3c(c2)CCC3)n1	-2	7	1	0	-1	-3	1	1	9
COc1ccc(C(=O)NCCNc2ccc([N+](=O)[O-])cc2)cc1OC	2	5	5	-1	-4	0	-1	2	9
C=CCNC(=S)N(CC)c1cccc2ccccc12	-1	9	3	-6	-5	4	-3	3	-10
Cc1nn(-c2ccc([N+](=O)[O-])cc2)c(N)c1-c1ccccc1	4	5	3	4	-2	0	2	2	1
Nc1ccc(Sc2ccc([N+](=O)[O-])cc2)cc1	3	2	7	16	8	13	3	-4	9
COC(=O)c1ccc(/C=N/NC(=O)CNc2cccc(C)c2)cc1	4	.	.	-4	2	6	-5	3	3
CC(=O)N1c2ccc(S(=O)(=O)N3CCC(C(=O)NC4CCCCC4)CC3)cc2CC1C (configuration not stated)	-4	3	-1	-4	-8	1	-3	0	2
Cn1cccc1CNC(=S)Nc1cc(F)cc(F)c1	-6	7	4	1	3	1	-2	1	1
COc1ccc(C2C(C(C)=O)=C(O)C(=O)N2CCCn2ccnc2)cc1 (configuration not stated)	-1	7	3	-2	1	5	-2	-4	5
Oc1ccccc1-c1cc(-c2ccccc2)n[nH]1	.	-5	-1	.	.	-41	.	-4	-3
CC1(C)NC(=O)N(CC(O)COc2ccccc2-c2ccccc2)C1=O (configuration not stated)	3	9	15	0	2	5	1	1	1
CCOC(=O)C(NC(=O)Nc1ccc(F)cc1)(OCC)C(F)(F)F (configuration not stated)	4	10	1	0	-2	-1	0	-4	2
CC(Nc1nc(-c2ccccc2)nc2ccccc12)c1ccccc1 (configuration not stated)	-22	-14	-6	-40	-8	4	-19	-9	-10
Nc1nnc(N2CCCCC2)s1	-3	5	3	6	-3	23	1	3	1
CCn1nnc2cc(C(=O)NCCc3ccccc3F)ccc21	-4	14	2	-10	5	9	2	2	1
Cc1cc(NC(=O)CSc2nnnn2C)n(-c2ccccc2)n1	-2	6	-3	2	5	-4	-1	-6	-7
COc1ccc(C(=O)NC2c3ccccc3-c3ccccc32)cc1	-9	1	-1	-6	-2	-3	-6	0	1
CCCCSCCCNC(=O)Nc1cccc(OC)c1	0	7	-5	8	3	8	4	0	4
COc1ccc(OC)c(-c2nc(CN3CCCCC3c3cccnc3)c(C)o2)c1 (configuration not stated)	1	2	-1	-4	3	14	-4	0	0
O=C(c1csc2c1CCCC2)n1cccn1	15	-5	-1	0	-5	28	-2	2	1
C/C(=C1\SC(N2CCOCC2)=NC1=O)c1ccccc1	1	4	5	7	-5	0	5	-1	3
S=c1[nH]nc(-c2ccc(Cl)cc2)n1CC1CCCO1 (configuration not stated)	1	4	4	5	6	5	2	2	3
CCOC(=O)c1nn(-c2ccc(C)cc2)c(=O)cc1OCC(=O)Nc1ccc(OC)cc1	2	1	7	-4	-7	2	0	2	5
CC1(C)NC(C)(C)C(O)(C(N)=O)C1=O (configuration not stated)	5	5	7	27*	0	10	2	3	3
Cc1nn(C)c(C)c1NC(=O)c1cnn2c(C(F)F)cc(-c3ccccc3)nc12	2	.	.	0	12	10	7	-3	1

Brought forward from above: 5 entries, then new ones.
Compound	PME-1 inh	PAFAH1B3 FP inh	PAFAH1B2 FP inh	LYPLA2 inh	GSTO1 counter	PREPL inhibitor	LYPLA1 inh	PAD4 inh	pPAFAH inh
C/C(=C1\SC(N2CCOCC2)=NC1=O)c1ccccc1	1	4	5	7	-5	0	5	-1	3
S=c1[nH]nc(-c2ccc(Cl)cc2)n1CC1CCCO1 (configuration not stated)	1	4	4	5	6	5	2	2	3
CCOC(=O)c1nn(-c2ccc(C)cc2)c(=O)cc1OCC(=O)Nc1ccc(OC)cc1	2	1	7	-4	-7	2	0	2	5
CC1(C)NC(C)(C)C(O)(C(N)=O)C1=O (configuration not stated)	5	5	7	27*	0	10	2	3	3
Cc1nn(C)c(C)c1NC(=O)c1cnn2c(C(F)F)cc(-c3ccccc3)nc12	2	.	.	0	12	10	7	-3	1
COc1ccc(/C=C2\SC(N3CCCCC3)=NC2=O)cc1	-4	-7	1	0	-7	5	-2	-1	1
CN(CC(=O)Nc1ccc(F)c(F)c1F)C(=O)c1ccc2c(c1)NC(=O)CS2	3	2	-2	0	.	29	-2	4	16
NCCS(=O)(=O)O	1	-9	-8	-3	-1	11	-4	0	-2
CC1(C)S[C@@H]2[C@H](NC(=O)[C@H](N)c3ccccc3)C(=O)N2[C@H]1C(=O)O	-6&-3	4&6	1&-3	-4&3	1&-1	11&7	-3&2	1&-6	-2&-6
C1=C(c2ccccc2)Nc2nnnn2C1c1cccs1 (configuration not stated)	7	2	6	5	2	-93	2	-2	6
CCOc1cc(/C=N/NC(=O)C(OC)c2ccccc2)ccc1O (configuration not stated)	4	3	5	5	2	2	5	2	8
CC1SCC(NC(=O)c2ccc(Cl)cc2)CS1 (configuration not stated)	-4	0	2	-10	-2	10	0	-2	-3
Cc1ccccc1OCC(O)CN1CCN(CC(O)COc2ccccc2C)CC1 (configuration not stated)	1	2	-3	4	-2	15	1	-5	-4
CC(C)N(C(=O)c1nn(C)c2c1CSc1ccccc1-2)C1CCCCC1	1	8	16	8	1	7	1	-5	6
Cc1nn(Cc2ccccc2Cl)c(C)c1C(=O)NCc1ccco1	1	5	0	4	-1	0	-1	-3	3
C=CCC[C@@H](Cc1ccc(F)cc1)C(=O)OC[C@@H](Cc1c[nH]c2ccccc12)NC(=O)[C@H](CC=C)CC(=O)NCCO	.	17	11	.	.	13	.	5	6
NC(=O)c1ccccc1OCC(=O)N1CCCc2ccccc21	0	-4	5	5	7	-3	5	1	0
CC(C)Oc1ccc(S(=O)(=O)N(C(C)C)C(C)C)cn1	-5	11	2	1	0	-11	3	2	3
CC1CCN(CCc2nc3cc(NC(=O)NC4CCCCC4)ccc3n2C)CC1	-1	-3	2	-2	8	10	-2	1	1
CCOc1ccc(CNC2CCCc3ccccc32)cc1 (configuration not stated)	-11	0	-2	-8	1	21	0	-2	3
CCSc1nnc(NC(=O)c2ccc(Br)s2)s1	-1	12	-1	1	-30	-2	-3	-2	0
COC(=O)c1ccccc1NC(=O)CN1CCN(C23CC4CC(CC(C4)C2)C3)CC1	2	2	3	3	-1	-3	2	0	0
COC(=O)c1ccc(-n2cnc(Cl)n2)c(F)c1	2	0	3	6	4	3	3	-5	1
CCOC(=O)C1=C(O)/C(=C/N(C)C)N=C1C	1	7	2	3	0	-7	0	-2	9
CCc1nc2ccc(C(=O)N3CCN(c4cccc(Cl)c4)CC3)cc2nc1CC	1	3	-1	5	-2	-11	3	0	7
CC(OC(=O)c1ccc(-n2cnnn2)cc1)C(=O)Nc1ccccc1F (configuration not stated)	3	2	4	2	.	-1	-3	2	0
Clc1ccc(-c2ccnc(-n3cccc3)n2)s1	-11	8	-2	-1	3	-13	-1	0	2
Cc1nc(-c2ccc(Cl)cc2)sc1C1(C)CC(c2ccncc2)=NO1 (configuration not stated)	1	1	-5	3	-1	-9	2	0	0
Cc1ccc(C(C)C)cc1S(=O)(=O)Nc1cccnc1	3	2	6	-8	1	5	-3	1	-1
COc1ccccc1N1CCN(C(=O)c2cccc(S(=O)(=O)NCc3cccnc3)c2)CC1	-1	-1	4	-6	.	4	-1	-3	0
COc1ccc(CC(=O)n2nc(-c3ccccc3)nc2NCc2ccco2)cc1	-11	1	0	9	-1	8	-3	0	1
Cc1noc(C)c1S(=O)(=O)N(C)C[C@H]1Oc2ccc(NS(=O)(=O)c3ccc(F)cc3)cc2C(=O)N([C@H](C)CO)C[C@@H]1C	.	6	10	.	.	-2	.	0	11
COc1cccc(/C=C2\SC(=O)N(CCC(=O)NNC(=O)c3ccccc3Cl)C2=O)c1	-4	2	-3	-3	1	2	-5	-2	1
CC(C)COc1ccc(C(=O)NNC(=O)CCC(=O)c2cccs2)cc1	.	5	2	.	.	6	.	-1	9
COc1cccc(NC(=O)CCP(C)(=O)O)c1	-1	2	4	4	8	8	1	-1	-5
C=CCc1cc(C)ccc1OCCOCCC(C(=O)OCC)C(=O)OCC	1	-4	1	2	-13	13	1	1	3
CCOC(=O)N1CCN(C(=O)c2ccc(NC(C)=O)cc2)CC1	-3	11	-2	-4	6	1	-3	1	1
CCN(CC)S(=O)(=O)c1ccc2c(c1)NC(=O)C1CCCN21 (configuration not stated)	-6	1	0	-8	17	-10	-4	-1	2
CCOc1ccc(NC(=O)c2ccncc2)cc1	-2	6	2	-2	-1	14	4	-5	-2
CCCCN(C)CCCNC(=O)c1cccc(N2CCCC2=O)c1	-1	-2	-6	7	-5	2	1	-2	0
Clc1ccc(Cl)c(-c2nn3c(COc4ccccc4)nnc3s2)c1	2	11	-3	6	-4	-14	1	-7	1
CC1C(=O)Nc2ccccc2N1C(=O)C1CC1 (configuration not stated)	4	3	1	2	6	-4	0	-1	-1
NS(=O)(=O)c1ccc(NC(=S)Nc2ccc(OCc3ccccc3)cc2)cc1	-4	2	3	6	-1	1	0	2	2
COc1ccc(N2CCCC2)c(NC(=O)c2ccc([N+](=O)[O-])o2)c1	-7	9	10	0	16	21	0	-17	9
CCN(CC)CCn1c(N)nc2ccccc21	-9	-1	1	-18	4	-6	-5	-5	-8
O=C(Nc1ncccc1O)c1ccc(Oc2ccccc2)cc1	-15	7	4	-13	8	2	-4	-14	-1

Entries above with an aryl thioether with sulfur outside any ring:
Compound	PME-1 inh	PAFAH1B3 FP inh	PAFAH1B2 FP inh	LYPLA2 inh	GSTO1 counter	PREPL inhibitor	LYPLA1 inh	PAD4 inh	pPAFAH inh
CCCc1cc(=O)[nH]c(SCC(=O)Nc2ccc3c(c2)CCC3)n1	-2	7	1	0	-1	-3	1	1	9
Nc1ccc(Sc2ccc([N+](=O)[O-])cc2)cc1	3	2	7	16	8	13	3	-4	9
Cc1cc(NC(=O)CSc2nnnn2C)n(-c2ccccc2)n1	-2	6	-3	2	5	-4	-1	-6	-7
CCSc1nnc(NC(=O)c2ccc(Br)s2)s1	-1	12	-1	1	-30	-2	-3	-2	0

These rows are one share of the data; rates above refer to the full screens.
